# BH1578 lux ind: inducers of Vibrio cholerae quorum light production without autoinducers; V. cholerae BH1578 lux reporter, luminescence, 6 h; activation, % at 18.7 µM; actives 0.16% (n = 350,000); AID 588436; in the data active means activation mostly above about 9.7%, no sharp cut-off; further: not every result past the cut was called active; inactives centre near 0; reference of the scale not given here
# SSB-PriA inh: blocks PriA binding to SSB C-terminal tail; AID 1272365; actives 0.6% (n = 430,000); AlphaScreen SSBct-PriA binding, biotinylated peptide; inhibition, % at 33 µM; in the data active means inhibition mostly above about 37%, no sharp cut-off; inactive means mostly below about 20%;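 further: plate controls were negative control peptide for no effect and reference peptide for full effect; strong numbers were not always called active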
# Rv3671c protease: inhibits the M. tuberculosis serine protease Rv3671c; P9WHR9; inhibition, % at 5.96 µM; actives 0.048% (n = 320,000); AID 2606; in the data active means inhibition above about 38%;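 further: extracellular domain of Rv3671c used as enzyme; 0% = enzyme with DMSO and 100% = no enzyme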
# Target sequence (P9WHR9 whole entry, looked up, the tested form may be a part): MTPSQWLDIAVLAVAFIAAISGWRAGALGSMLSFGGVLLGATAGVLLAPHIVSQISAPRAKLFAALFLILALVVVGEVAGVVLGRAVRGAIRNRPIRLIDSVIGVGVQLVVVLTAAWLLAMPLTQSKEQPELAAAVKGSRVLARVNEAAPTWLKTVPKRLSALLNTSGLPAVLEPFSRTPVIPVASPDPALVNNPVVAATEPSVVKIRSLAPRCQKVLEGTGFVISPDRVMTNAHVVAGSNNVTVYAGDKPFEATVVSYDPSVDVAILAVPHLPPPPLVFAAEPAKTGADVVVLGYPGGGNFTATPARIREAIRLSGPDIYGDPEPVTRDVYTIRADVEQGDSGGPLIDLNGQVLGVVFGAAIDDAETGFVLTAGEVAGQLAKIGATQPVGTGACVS
# CCHFV vOTU inh: blocks the CCHF virus ovarian tumor domain protease; CCHFV vOTU protease, Pep-AMC fluorescence; inhibition, % at 11.5 µM; actives 0.55% (n = 370,000); AID 651958; in the data active means inhibition above about 30%; further: 0% = vehicle wells with enzyme and 100% = no enzyme wells
# SARS 3CLpro inh: SARS-CoV 3CLpro protease inhibition; P0C6X7; recombinant SARS-CoV 3CLpro, quenched FRET peptide cleavage; inhibition, % at 6 µM; actives 0.14% (n = 290,000); in the data active means inhibition above about 12%
# PrPC TRFRET: reduces human prion protein on the cell surface; AID 720596; inhibition, % at 13.8 µM; cell surface PrPC, TR-FRET read-out; actives 0.43% (n = 370,000); in the data active means inhibition above about 24%; further: 0% = median of the test wells and 100% = reference compound wells
# Y pestis TopoI: Y. pestis Topo-I inhibition via cleavage products; Y. pestis Topo-I cleavage product accumulation, plate reader; activity, % at 10 µM; actives 0.064% (n = 360,000); in the data active means activity above about 50%, passing the limit was not always enough; further: inactives centre near 2
# TcdB GH inh: blocks C. difficile toxin B glycohydrolase activity. actives 0.24% (n = 350,000). P18177. TcdB glycohydrolase enzymatic assay, plate reader. AID 652162. inhibition, % at 9.99 µM; in the data active means inhibition above about 10%
# MazEF act: activators of E. coli MazEF toxin-antitoxin RNase | actives 0.32% (n = 350,000) | activation, % at 20 µM | P0AE70 | FAM/BHQ RNA-DNA oligo cleavage fluorescence, 5 h; in the data active means activation above about 50%
# Target sequence (P0AE70 whole entry, looked up): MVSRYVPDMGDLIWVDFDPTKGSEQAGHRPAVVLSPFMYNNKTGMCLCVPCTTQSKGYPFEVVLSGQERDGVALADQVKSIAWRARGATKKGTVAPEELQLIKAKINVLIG
# VHR inh abs: blocks human VHR1 dual specificity phosphatase | actives 0.52% (n = 290,000) | inhibition, % at 13.3 µM | recombinant VHR phosphatase, pNPP absorbance; in the data active means inhibition above about 50%; further: some compounds called inactive have numbers as strong as hits
# Target sequence (P51452 whole entry, looked up): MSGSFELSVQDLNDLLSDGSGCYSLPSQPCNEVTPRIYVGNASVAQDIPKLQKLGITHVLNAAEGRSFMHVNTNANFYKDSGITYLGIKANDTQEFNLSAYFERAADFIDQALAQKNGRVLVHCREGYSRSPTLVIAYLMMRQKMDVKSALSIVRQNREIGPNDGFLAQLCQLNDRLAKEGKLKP
# * hit, by the source's call; i = inactive; x = no result given; & = joins results of further samples. An excerpt; count on the stated rates, not on these rows.
SMILES,BH1578 lux ind,SSB-PriA inh,Rv3671c protease,CCHFV vOTU inh,SARS 3CLpro inh,PrPC TRFRET,Y pestis TopoI,TcdB GH inh,MazEF act,VHR inh abs
COc1ccc(C2(C#N)CC[N+](C)(C)CC2)cc1,i,2,8,1,4,-3,-1,x,4,28
C#CCOCCOCCOCCNc1nc(N2CCN(C(=O)CCCCCCCCCCNC(=O)[C@H](CCCCN)n3cc(CCO)nn3)CC2)nc(N2CCN(C(=O)CCCCCCCCCCNC(=O)[C@H](CCCCN)n3cc(CCO)nn3)CC2)n1,i,29,-13,x,x,x,-35,x,-25,x
COc1ccc(N(CC(=O)Nc2ccc3c(c2)OCCO3)S(C)(=O)=O)c(OC)c1,-5.6,-13,4,3,-1,-5,5,x,-6,-11
CN(C)c1ccc(/C=N/NC(=O)c2ccccc2Cl)cc1,6.7,x,4,8,4,7,-4,0.8,10,4
COc1cc2c(cc1CNC[C@H]1O[C@@H](n3cnc(C(N)=O)n3)[C@H](O)[C@@H]1O)OCO2,0.6,-2,x,0,x,-1,-1,1.6,-5,x
O=S(=O)(c1ccc2ccccc2c1)N1C=CC(C(F)(F)F)=NCC1,0.3,-5,-4,2,-6,-1,1,0.0,1,-13
COc1ccccc1C(=O)Oc1cc(C)[nH]c(=O)c1[N+](=O)[O-],i,-8,4,-5,-3,5,5,0.0,6,10
CC(=O)Nc1c(O)nc(SC/C=C/CSc2nc(O)c(NC(C)=O)c(=O)[nH]2)[nH]c1=O,0.9,-10,5,-13,2,-1,12,0.8,1,15
Cc1ccc(-c2n[nH]c(Cc3ccccc3)n2)cc1,-0.7,-5,7,5,5,-5,-2,-1.5,6,34
Cc1cccc(C(=O)N[C@@H](C)C(=O)N2CCN(c3ncccn3)CC2)c1,i,5,0,34*,x,1,-6,0.3,4,x
O=C(C[C@H]1C[C@H](C(=O)N2CCCCC2)[C@@]2(CCc3ccccc3)c3[nH]c4ccc(Cl)cc4c3CCN2C1=O)NCc1ccco1,i,-2,x,19,x,6,12,0.2,-5,x
O=C(c1cc(S(=O)(=O)N2CCC3(CC2)OCCO3)ccc1F)N1CCCCC1,-0.2,-8,-8,-4,1,-1,-6,0.3,-18,-16
COc1ccc(OCC(=O)Nc2ccc3c(c2)nc(CCN2CCN(C)CC2)n3C)cc1,-0.1,-3,-4,7,-5,-7,-3,0.8,6,35
COc1ccccc1-n1c(SCC(=O)N2CCOCC2)nc2cccnc21,-0.3,4,-2,-5,7,3,-4,-1.2,6,26
CSc1nccc(-c2sc(SC)c(C#N)c2-c2ccccc2)n1,-0.3,-16,-5,-2,-2,-4,8,1.0,-9,1
CCCN1C(=O)/C(=C/c2ccc(N3CCOCC3)cc2)NC1=S,i,-33,3,3,-1,-11,-18,1.8,49,8
COC(=O)c1ccc(NC(=S)Nc2ccc(O)cc2)cc1,-0.1,2,6,-5,2,5,-4,10*,1,30
C[C@@H](C(=O)Nc1ccc2ccccc2c1)[C@@H]1C[C@@]1(C)[C@@H](NC(=O)OCc1ccccc1)c1ccccc1,2.7,-2,-53,x,1,x,10,x,6,20
S=C1NCCOCCOCCNC(=S)N2CCOCCOCCN1CCOCCOCC2,-0.2,-21,6,5,1,-5,1,-0.2,3,15
Cc1cc(OCC(=O)NCCCN2CCOCC2)cc(C)c1Cl,-0.2,-4,11,-8,-5,-1,7,x,3,x
Cc1cnc([N+](=O)[O-])n1CCOC(=O)NC(=O)c1c(F)cccc1F,i,-7,-2,-1,0,-8,-11,1.8,4,23
CC(/C=N/n1cnnc1)=C\c1ccccc1,-0.4,x,0,3,-5,-5,-1,x,6,1
CCOC(=O)Cc1c(C)nc2c(-c3ccc(Cl)cc3)cnn2c1C,1.0,-14,-4,2,-2,9,5,0.9,3,5
O=C(CN1CCSC1=NCc1ccccc1)c1ccccc1,-0.2,-10,2,-10,-1,3,2,0.2,-2,8
c1ccc2c(c1)c1cccc3ccc4cccc2c4c31,-0.4,6,4,-16,x,7,-4,1.4,0,x

# Four entries from above in another layout.
mol | BH1578 lux ind | SSB-PriA inh | Rv3671c protease | CCHFV vOTU inh | SARS 3CLpro inh | PrPC TRFRET | Y pestis TopoI | TcdB GH inh | MazEF act | VHR inh abs
C[C@@H](C(=O)Nc1ccc2ccccc2c1)[C@@H]1C[C@@]1(C)[C@@H](NC(=O)OCc1ccccc1)c1ccccc1 | 2.7 | -2 | -53 | x | 1 | x | 10 | x | 6 | 20
O=S(=O)(c1ccc2ccccc2c1)N1C=CC(C(F)(F)F)=NCC1 | 0.3 | -5 | -4 | 2 | -6 | -1 | 1 | 0.0 | 1 | -13
COc1ccccc1-n1c(SCC(=O)N2CCOCC2)nc2cccnc21 | -0.3 | 4 | -2 | -5 | 7 | 3 | -4 | -1.2 | 6 | 26
C#CCOCCOCCOCCNc1nc(N2CCN(C(=O)CCCCCCCCCCNC(=O)[C@H](CCCCN)n3cc(CCO)nn3)CC2)nc(N2CCN(C(=O)CCCCCCCCCCNC(=O)[C@H](CCCCN)n3cc(CCO)nn3)CC2)n1 | i | 29 | -13 | x | x | x | -35 | x | -25 | x

# (cont.)
SMILES,BH1578 lux ind,SSB-PriA inh,Rv3671c protease,CCHFV vOTU inh,SARS 3CLpro inh,PrPC TRFRET,Y pestis TopoI,TcdB GH inh,MazEF act,VHR inh abs
CCCn1c(C2CCCN2c2nc(-c3cccc(Br)c3)cs2)nc2ccccc21 (stereo not given),i,16,3,14,-4,1,20,0.7,-6,-14
COc1ccccc1NC(=O)CSc1nnc2ccc(-c3ccccn3)nn12,i,0&0,7,19,x,-6,13,1.3,-11,x
CCCCN1C(=O)C(NC(=O)CC(C)C)(C(F)(F)F)C2=C1CC(C)(C)CC2=O (stereo not given),3.2,-7,-1,-1,-1,1,-14,x,9,23
Cc1ccc(NC(=O)CNC(=O)Cn2cnc3sc(C)c(C)c3c2=O)cc1F,i,-9,-9,11,1,-9,4,-1.1,10,6
O=C(N/N=C/c1cccc2nccnc12)c1ccccc1O,i,i,12,0,-4,7,3,1.3,12,17
O=C(NCc1ccccc1)c1cccnc1N1CCOCC1,-0.9,-3,-10,-5,-5,-3,2,x,3,13
O=C(NCCN1CCOCC1)c1cc2ccccc2o1,-1.6,-24,-4,-5,-1,1,2,x,-1,-4
O=C1NC(=S)NC(=O)C1=Cc1cccc2cc3ccccc3cc12,-0.9,-25,x,11,-5,-6,-3,-1.1,-20,0
Cc1cccnc1CNC(=O)C1(C)CCCN1CC(C)C (stereo not given),i,x,x,-14,x,-2,8,0.4,x,x
Cc1ccc(NS(=O)(=O)c2ccc(-c3cnc(C4CC4)o3)cc2)c(C)c1,-0.2,4,-21,7,-1,19,-5,1.5,-4,-6
CC12CCC3c4ccc(OP(=O)(N5CC5)N5CC5)cc4CCC3C1CCC2=O (stereo not given),0.8,-10,x,-1,x,-1,8,0.3,-7,x
Cc1cccc(Nc2nnc(SCC(=O)NCC3CCCO3)s2)c1C (stereo not given),i,-5,12,8,x,-4,11,0.8,3,x
COc1cccc(NC(=O)c2ccc(N3C(=O)C4CC=CCC4C3=O)cc2)c1 (stereo not given),-0.8,-7,-8,6,x,3,0,0.8,4,x
COc1ccc(C(=O)NN=C2CCCC2)cc1OC,i,-9,8,8,-1,2,-2,-5.5,1,14
C=CCn1c(SCC(=O)Nc2ccc(F)cc2F)nnc1-c1cnccn1,-0.4,-2,-9,-1,-2,-2,-12,1.3,7,11
CCOC(=O)CN1CCC(c2ccccc2)CC1,i,2,-9,0,0,-2,7,-0.7,-5,9
Fc1ccc(CNc2ccccn2)cc1,-0.8,3,x,-2,-3,7,-3,-3.6,7,35
O=C1OCCN1C(=O)[C@H]1[C@H](c2ccccc2)C(c2ccc(F)cc2)=NN1c1ccccc1,-6.2,-38,x,17,x,-3,-10,0.8,-28,x
CC1CCCCC1NC(=O)CSc1nnc(-c2ccco2)n1N (stereo not given),4.0,x,x,-5,x,5,1,0.4,4,x
Cc1cc(C)nc(N2CCC(C(=O)Nc3ccc4c(c3)CCC4)CC2)n1,i,-6,0,10,-1,3,-4,x,1,-9
COc1cccc(CN2CCC(N(CCc3ccccc3)Cc3ccccc3)CC2)c1OC,-0.2,2,4,8,-2,-5,28,x,-13,0
O=C(Nc1ccccc1)C1Cc2c(-c3cccc(F)c3)ccnc2O1 (stereo not given),-0.3,x,x,-5,x,2,8,1.3,x,x
COCCNC(=O)C(c1ccc(OC)cc1)N(Cc1ccco1)C(=O)CCC(=O)Nc1ccccn1 (stereo not given),-0.2,-7,7,-4,0,-10,4,-0.9,3,6
C=CC(=O)N1C/C(=C/c2ccccc2)C(=O)/C(=C\c2ccccc2)C1,1.0,-2,x,9,x,1,29,2.4,8,x
Cc1cc(NC(=O)Nc2cccc(C(F)(F)F)c2)n(C)n1,-0.4,-14,2,-5,3,-4,-7,0.6,3,11

# Next compounds.
SMILES,BH1578 lux ind,SSB-PriA inh,Rv3671c protease,CCHFV vOTU inh,SARS 3CLpro inh,PrPC TRFRET,Y pestis TopoI,TcdB GH inh,MazEF act,VHR inh abs
COc1ccc(NC(=O)N2CCCC2C(=O)Nc2ccc(C)c(Cl)c2)cc1 (stereo not given),-0.2,-4,-5,17,3,-6,-8,x,1,3
CCOc1ccc(CC(=O)NNC(=O)/C=C/C(=O)O)cc1,i,-8,-5,-6,-1,6,-2,-3.9,7,10
c1ccc2c(c1)OCC(c1csc3ncnc(N4CCCC4)c13)O2 (stereo not given),-0.5,8,1,1,7,9,22,x,-3,-16
COc1ccc(Cl)cc1NC(=O)CN(C)C(=O)c1cccc2cccnc12,-1.1,4,3,0,x,6,9,0.8,4,x
COc1cc(/C=C/C(=O)OCC(=O)NC2CCS(=O)(=O)C2)ccc1O (stereo not given),0.9,-4,2,-4,0,2,-1,x,4,0
Nc1ccc2c(c1Br)Cc1ccccc1-2,i,-20,x,11,x,-1,-14,5.7,16,x
O=C(CCN1C(=O)c2ccccc2C1=O)Nc1cccc(S(=O)(=O)NC2=NCCC2)c1,-0.4,-1,-6,19,3,-3,-8,0.3,-6,9
CCc1ccc(C(C(=O)NCc2ccc(OC)cc2)N(CCOC)C(=O)Cc2cccs2)cc1 (stereo not given),-0.5,9,2,22,6,2,28,1.3,-3,10
Cc1ccccc1-c1cccc([C@@H]2C[C@H]3[C@H](CON3C)CN2Cc2ccccc2)c1,i,5,x,3,x,-12,32,1.9,-4,x
COc1ccccc1C(=O)NC(=O)COC(=O)Cc1ccccc1[N+](=O)[O-],i,-4,-2,-2,x,1,3,-1.7,3,x
Cn1cc(Cl)c(C(=O)OCC(=O)Nc2nc(-c3ccc(Br)cc3)cs2)n1,i,-4,-7,-4,-6,11,1,x,2,20
CC(=O)c1sc(NC(=O)c2ccc(COc3ccccc3Cl)o2)nc1C,i,-6,-8,-9,-1,4,2,0.9,3,13
COc1ccc(OCC(=O)O/N=C(\N)Cc2ccc(Cl)cc2Cl)cc1,-0.4,i,-1,11,-7,-2,36,x,3,2
Cc1cc(C)c(C)c(S(=O)(=O)N2CCN(C(=O)CNC(=O)c3ccco3)CC2)c1C,-2.0,10,-7,-1,x,-11,-2,1.0,2,x
CC(C)(C)C(=O)N1CCn2c1nc1ccccc12,i,-7,-10,8,-3,-6,4,3.3,3,2
O=C(Nc1ccc2ccccc2c1)c1ccccc1F,i,3,-1,-4,3,-32,-8,0.5,7,13
Cc1ccc(S(=O)(=O)N2CCN(C(=O)c3ccc(OCc4c(C)noc4C)cc3)CC2)cc1,0.0,-9,9,-4,3,2,-8,x,-6,26
CC1(C)NS(=O)(=O)Oc2ccccc21,1.3,-14,-2,4,-5,-4,8,-0.4,7,5
CC(C)Oc1cc(F)ccc1-c1cc(C(=O)Nc2ccccc2)[nH]n1,-5.0,x,x,15,x,-2,-10,0.7,x,x
Cc1ccc(C(=O)NCCNC(=O)c2ccc(C)nc2)cc1,-0.1,-7,1,-11,-2,-6,9,0.8,7,29
CCn1c(SCC(=O)Nc2c(C)n(C)n(-c3ccccc3)c2=O)nc2c1c(=O)n(C)c(=O)n2C,-0.2,-1,-11,-10,4,-5,-9,0.8,5,34
COC(=O)c1c(Sc2ccccc2)c2ccccc2n1C,i,-1,-17,9,-4,-2,-3,-8.7,2,11
CC(C)Cc1cc(C(=O)N2CCCC(CCC(=O)N(C)CCc3ccccn3)C2)no1 (stereo not given),-0.2,-1,0,-10,1,-4,-8,0.6,-14,34
